ERAP1 inh: human ERAP1 aminopeptidase inhibitors, primary screen, biochemical, single point, plate reader; Endoplasmic reticulum aminopeptidase 1 (Homo sapiens), Q9NZ08; recombinant ERAP1, Leu-AMC fluorescence, 60 min; inhibition, % at 10.7 µM; 340,000 tested, 0.15% active; AID 652197, 2013;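 active = mean replicate inhibition of at least 30%, or all replicates individually reaching that 30% level; inactive = mean below 30% and not every replicate reaching it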;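 note: 0% = neutral control wells and 100% = L-leucinethiol positive control wells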
Target sequence (Q9NZ08 whole entry, looked up): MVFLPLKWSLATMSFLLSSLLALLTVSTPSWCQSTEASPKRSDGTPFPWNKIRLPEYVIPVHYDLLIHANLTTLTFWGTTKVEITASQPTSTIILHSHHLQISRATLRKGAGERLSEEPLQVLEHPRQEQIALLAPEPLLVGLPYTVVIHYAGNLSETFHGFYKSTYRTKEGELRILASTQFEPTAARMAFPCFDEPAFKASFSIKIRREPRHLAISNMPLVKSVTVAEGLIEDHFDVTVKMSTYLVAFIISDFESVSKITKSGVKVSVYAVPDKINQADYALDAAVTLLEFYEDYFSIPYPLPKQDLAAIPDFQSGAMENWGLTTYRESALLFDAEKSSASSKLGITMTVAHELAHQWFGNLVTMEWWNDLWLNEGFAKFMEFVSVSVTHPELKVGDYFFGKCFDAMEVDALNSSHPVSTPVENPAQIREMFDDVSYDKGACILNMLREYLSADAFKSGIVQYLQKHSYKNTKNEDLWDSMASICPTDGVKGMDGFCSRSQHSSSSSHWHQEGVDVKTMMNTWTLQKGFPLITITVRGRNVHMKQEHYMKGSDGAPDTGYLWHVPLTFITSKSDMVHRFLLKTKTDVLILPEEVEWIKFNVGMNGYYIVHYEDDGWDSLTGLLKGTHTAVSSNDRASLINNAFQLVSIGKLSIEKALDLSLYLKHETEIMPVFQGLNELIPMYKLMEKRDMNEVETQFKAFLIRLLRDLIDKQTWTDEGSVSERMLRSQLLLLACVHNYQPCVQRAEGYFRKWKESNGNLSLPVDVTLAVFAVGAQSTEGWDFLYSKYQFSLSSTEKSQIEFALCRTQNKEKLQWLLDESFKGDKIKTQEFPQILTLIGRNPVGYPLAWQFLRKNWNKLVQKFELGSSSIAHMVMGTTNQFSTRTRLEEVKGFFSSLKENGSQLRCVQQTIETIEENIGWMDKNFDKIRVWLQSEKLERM
PGC1a acetyl inh: inhibitors of PGC1a acetylation signal, primary screen, cell-based, U2OS, AlphaScreen, inhibitor mode | AlphaScreen anti-acetyl-lysine; with virally co-expressed GCN5 acetyltransferase | inhibition, % at 15.6 µM | 350,000 tested, 0.17% active | AID 651687, 2012;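 active = every replicate shows inhibition of at least 40%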;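 note: 0% = neutral control wells and 100% = positive control wells; some results beyond the cut were filed as inactive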
XiGFP reactiv: activators of inactive X chromosome reactivation, primary screen, imaging, XiGFP fibroblasts, GFP high-content imaging, set 2; XiGFP mouse fibroblasts, % GFP-positive cells imaging, 3 d; cells co-treated with 5-aza-dC sensitizer; scaled so ellipticine positive control = 100%; activation, % at 7.58 µM; 360,000 tested, 0.055% active; AID 743238, 2013;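 active = mean normalized replicate activation at least 10% and every replicate at or above 10%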;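 note: 0% = median of on-plate neutral control wells and 100% = ellipticine 6 µM median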
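Material: SV40-immortalized XiGFP fibroblast cells, line 68-5-11 | Buffer or medium: DMEM containing 5-aza-dC | Dosing: One concentration, pinned | Times: 3 d treatment, 15 min room-temperature fixation | Controls: Ellipticine 6 µM positive control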
S100A4 inh HTS: inhibitors of S100A4-myosin IIA peptide binding, primary screen, biochemical, fluorescence polarization, TAMRA-MyoIIA peptide; AID 652163, 2013; 360,000 tested, 0.14% active; Protein S100-A4 (Homo sapiens), P26447; inhibition, % at 10.7 µM;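 active = mean inhibition of at least 70% across replicates, with every replicate also reaching that level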
Target sequence (P26447 whole entry, looked up): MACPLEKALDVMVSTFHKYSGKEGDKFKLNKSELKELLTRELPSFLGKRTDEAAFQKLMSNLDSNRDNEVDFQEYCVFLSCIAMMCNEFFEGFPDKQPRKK
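Assay system: human S100A4 monomer with TAMRA-labelled myosin IIA peptide / Buffer or medium: Calcium-containing HEPES buffer, pH 7.2 / Reagent: TAMRA-labelled myosin IIA heavy-chain peptide probe, 5 nM / Compound: one dose per compound / Timing: polarization read 5 min after assay mix addition, stable 5–60 min / Benchmarks: neutral control DMSO, positive control TFP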
Statin myotox sup: suppressors of statin myotoxicity in C2C12 myotubes, primary screen, cell-based, single point, plate reader | C2C12 myotubes + simvastatin, ATP luminescence, 48 h; scaled: DMSO 0, geranylgeraniol control 100 | rescue of ATP level, % at 7.49 µM | 330,000 tested, 0.78% active | AID 602340, 2012;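 active = mean ATP rescue above about 67%, or every replicate alone reaching that limit, limit read from the data, passing the limit was not always enough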;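 note: myotubes were challenged with 10 µM simvastatin during compound exposure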
Cneo AK release: Cryptococcus neoformans cell lysis inducers, primary screen, AK release luminescence, single concentration | lysis activity, % at 15 µM | AID 651654, 2012 | C. neoformans lysis, adenylate kinase release luminescence, 4 h; normalised: neutral wells 0, clomiphene wells 100 | 360,000 tested, 0.2% active;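 active = mean lysis activity across replicates of at least 80%, whatever share of replicates individually reach that level; inactive = mean lysis activity below 80%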
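Test system: log-phase Cryptococcus neoformans yeast cells. Input: 5 × 10^6 yeast cells/mL. Medium: fresh YPD growth medium. Doses: single dose. Incubation: static 4 h at 37 °C with compound, 1 h detection. Measured by: luminescent adenylate kinase detection reagent. Read-out: signal increase indicating cell lysis. Benchmarks: Clomiphene.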
SIRT5 block: SIRT5 desuccinylase inhibitors, primary screen, biochemical, fluorescence imaging, single point, set 5 | NAD-dependent protein deacylase sirtuin-5, mitochondrial (Homo sapiens), Q9NXA8 | Purified SirT5, succinyl-peptide AMC, trypsin-coupled fluorescence | inhibition, % at 15 µM | 330,000 tested, 1.1% active | AID 652115, 2013; in the data active = inhibition above about 15%
LGR2 inh: inhibitors of bursicon-induced LGR2 CRE-luciferase signal, primary screen, cell-based, HEK293, CRE-luciferase reporter, bursicon stimulation; Drosophila bursicon receptor LGR2 (rickets); bursicon-stimulated, 4 h; inhibition, % at 9.99 µM; 380,000 tested, 0.35% active;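 active = drop in luminescence signal, shown as inhibition above about 50% in the replicate tests, limit read from the data, passing the limit was not always enough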;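 note: agonist challenge used bursicon conditioned medium at about half maximal strength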
* = called active by the depositor; · = not tested or not shown; & = joins results of further samples.

SMILES	ERAP1 inh	PGC1a acetyl inh	XiGFP reactiv	S100A4 inh HTS	Statin myotox sup	Cneo AK release	SIRT5 block	LGR2 inh
CC(CO)NCC12CC3CC(CC(C3)C1)C2 (configuration not stated)	·	·	0.2	-6	·	·	4	2
S=C(NCCc1c[nH]c2ccccc12)NC1CC1	-2	-6	0.0	-1	-4	0	-7	10
CO[C@H]1CN(C)C(=O)c2ccc(NC(=O)C3CC3)cc2OC[C@H](C)N(Cc2ccccc2)C[C@H]1C	-7	-4	0.0	0	0	1	4	-3
CCS(=O)(=O)N1CCC(C(=O)NCCC2=CCCCC2)CC1	0	-6	·	0	-12	-1	0	-6
COc1ccc(C(C)=O)cc1COc1nc(C)nc2ccccc12	8	3	0.1	-2	·	·	-4	-11
Cc1noc(C)c1S(=O)(=O)N(C)C[C@@H]1Oc2ccc(NC(=O)C3CCCCC3)cc2CC(=O)N([C@H](C)CO)C[C@@H]1C	0	3	0.3	-4	2	-5	1	20
CCN(CC(=O)Nc1ccc(NC(C)=O)cc1)C(=O)c1c(C)nn(Cc2ccc(C)cc2)c1Cl	0	9	0.5	-5	10	-2	-2	-2
Cc1cccc(OCCn2ccnc2)c1C	1	-5	0.3	-9	-3	-2	4	9
COC(=O)c1cnc(Oc2ccc(NC(=O)NC(=O)c3ccccc3Cl)cc2)cc1C(F)(F)F	1	0	0.1	-2	·	·	-6	9
CCOc1ccc2nc(CN3CCN(Cc4ccsc4)C(CCO)C3)ccc2c1 (configuration not stated)	-5	-18	-0.1	-1	0	10	1	-9
CCCCCCc1cc2cc(C(=O)NCc3ccccc3)c(=N)oc2cc1O	0	·	·	-3	-13	1	-5	0
CC1(c2ccc(OC(F)F)cc2)NC(=O)N(CC(=O)Nc2ccc(S(N)(=O)=O)cc2)C1=O (configuration not stated)	-1	·	0.0	-1	·	·	-1	1
C[C@@H]1CN([C@@H](C)CO)C(=O)c2cc(NS(=O)(=O)c3ccccc3)ccc2O[C@@H]1CN(C)Cc1ccc(C(F)(F)F)cc1	0	-13	-0.5	13	17	61	4	-8
Cc1nc2ccc(NS(=O)(=O)c3ccc(F)c(C)c3)cc2[nH]1	-1	·	0.3	4	-4	0	-1	18
CCOC(=O)N1CCC(N2CCN(CCC(C)C)C(CCO)C2)CC1 (configuration not stated)	-3	·	0.2	-1	2	0	0	·
CC1CCN(S(=O)(=O)c2ccc3c(c2)NC(=O)CS3)CC1	0	-4	0.0	0	2	0	-9	-23
Cc1cc(C(=O)Nc2cccc3c2O[C@@H](CN(C)S(=O)(=O)c2cn(C)cn2)[C@@H](C)CN([C@@H](C)CO)C3=O)n(C)n1	-1	-7	-0.9	5	-26	-1	-3	-2
O=C1NC[C@H](c2ccccc2)N(CCc2cccc3ccccc23)C1=O	2	1	0.0	2	9	-1	1	7
O=C(C[C@H]1C=C[C@H](NC(=O)Nc2cc(F)ccc2F)[C@H](CO)O1)NCCCN1CCOCC1	2	-3	0.0	-4	0	17	0	10
CCOC(=O)c1c(C)oc2ccc(O)c(CN3CCCCC3)c12	1	-5	·	-3	2	-1	0	3
CC(C)c1ccc(/C=C/C(=O)NCc2ccc(S(N)(=O)=O)cc2)cc1	4	7	0.4	-2	·	·	-4	-9
O=C(Cc1ccccn1)NCC[C@H]1CC[C@H](NC(=O)Nc2ccc(F)cc2)[C@H](CO)O1	-4	0	-0.8	-20	2	6	-5	-8
O=C(N[C@H]1CC[C@@H](CC(=O)N2CCc3ccccc3C2)O[C@@H]1CO)C1CC1	0	20	-0.6	5	2	1	2	2
Cc1ccccc1C(=O)N1CCC[C@H]1C(=O)N1CCC[C@H]1C(=O)NCc1ccccn1	·	·	0.0	-5	·	·	-2	-2
CCC(C)NC(=O)CSc1nc2scc(-c3ccccc3)c2c(=O)[nH]1 (configuration not stated)	1	·	-0.1	0	·	·	0	10
CCCC(=O)Nc1nnc(S(=O)(=O)N2CCCCCC2)s1	-4	2	0.3	5	·	-1	-2	-1
c1ccc(-c2cc(-c3ccccc3)ncn2)cc1	3	3	0.0	-3	·	0	-2	·
CC(C)N1CCC(C)(C(=O)Nc2cccc3c2CCCC3)C1 (configuration not stated)	-1	6	0.0	11	7	0	·	8
COc1ccccc1-c1nnc(SCC(=O)O)n1-c1ccc(C)cc1	2	·	0.0	-4	·	·	-3	-29
COc1cccc(C2Nc3ccc4ccccc4c3C3=C2C(=O)CC(C)(C)C3)c1OCC(=O)O (configuration not stated)	18	·	0.0	3	30	-1	-33	7
Cc1ccccc1OCc1occc1C(=O)Nc1cccc(-n2cnnn2)c1	-1	-10	0.2	-1	-30	1	0	3
COc1ccccc1NC(=O)N1CCOCC1	3	3	0.1	5	9	0	-3	-5
COc1ccc(C(=O)NCCS(=O)(=O)NC2CCCC2)cc1	-3	-5	0.0	-4	4	0	-2	-7
COc1cccc(CN(C)C(=O)C23CC4CC(CC(C4)C2)C3)c1	-7	·	0.1	-3	-4	3	0	4
CCOC(=O)Cn1nc(C)c(NC(=O)c2ccc([N+](=O)[O-])c(C)c2)c1C	3	-2	0.1	1	·	·	-3	12
O=C(c1ncc[nH]1)c1cccs1	0	2	1.2	-1	-8	1	0	-8
CCN(CC)S(=O)(=O)c1ccc(OCC(=O)NC2CCS(=O)(=O)C2)c([N+](=O)[O-])c1 (configuration not stated)	3	·	0.0	7	·	·	-6	7
Cc1ccc(S(=O)(=O)NCCCn2ccnc2)cc1	0	·	0.0	5	·	·	0	12
Cc1ccc(S(=O)(=O)Nc2ccc3c(c2)C(=O)N([C@@H](C)CO)C[C@@H](C)[C@H](CN(C)S(=O)(=O)c2c(C)noc2C)OCCCC[C@H](C)O3)cc1	0	0	0.2	-12	·	2	7	-1
CCOc1ccccc1N1CCN(CC(=O)N(C2CCCC2)C2CCS(=O)(=O)C2)CC1 (configuration not stated)	0	-8	-0.1	2	17	0	-5	0
CCN(C(=O)COC(=O)CCc1ccccc1OC)c1c(N)n(Cc2ccccc2)c(=O)[nH]c1=O	0	·	0.0	3	3	2	-3	-10
C[C@H](CO)N1C[C@H](C)[C@H](CN(C)Cc2ccc(F)cc2)Oc2ncc(-c3ccc(F)cc3)cc2C1=O	·	-1&3	0.8	·	1&1	·	·	0
Cc1cccc2nc(CSc3ncccc3C(=O)O)cn12	-4	·	0.2	31	8	·	0	2
CCOC(=O)c1cc(N2CCCCC2)nc2ccccc12	3	·	0.1	1	0	0	·	0
C[C@H]1CN([C@@H](C)CO)C(=O)c2cc(NC(=O)CCN3CCOCC3)ccc2O[C@H]1CN(C)S(=O)(=O)c1cn(C)cn1	5	0	0.1	0	10	-5	15	0
CC(=O)Nc1cc(-c2ccccc2)cn2c(-c3ccc(F)c(Cl)c3)cnc12	0	2	-0.1	-17	-4	1	·	-16
O=C(CSc1ccc(Br)c2cccc(Cl)c12)Nc1ccc(S(=O)(=O)Nc2nccs2)cc1	-1	-6	0.0	-4	23	·	2	13
C[C@@H]1CCCCO[C@@H](CN(C)S(=O)(=O)c2ccccc2)[C@@H](C)CN([C@H](C)CO)C(=O)c2cc(NC(=O)Cc3ccccc3)ccc2O1	0	-6	0.0	9	·	-2	6	8

A different layout for part of the listing above:
Fields: ERAP1 inh, PGC1a acetyl inh, XiGFP reactiv, S100A4 inh HTS, Statin myotox sup, Cneo AK release, SIRT5 block, LGR2 inh
COc1cccc(CN(C)C(=O)C23CC4CC(CC(C4)C2)C3)c1
    -7, ·, 0.1, -3, -4, 3, 0, 4
CCOC(=O)Cn1nc(C)c(NC(=O)c2ccc([N+](=O)[O-])c(C)c2)c1C
    3, -2, 0.1, 1, ·, ·, -3, 12
O=C(c1ncc[nH]1)c1cccs1
    0, 2, 1.2, -1, -8, 1, 0, -8
CCN(CC)S(=O)(=O)c1ccc(OCC(=O)NC2CCS(=O)(=O)C2)c([N+](=O)[O-])c1 (configuration not stated)
    3, ·, 0.0, 7, ·, ·, -6, 7
Cc1ccc(S(=O)(=O)NCCCn2ccnc2)cc1
    0, ·, 0.0, 5, ·, ·, 0, 12
Cc1ccc(S(=O)(=O)Nc2ccc3c(c2)C(=O)N([C@@H](C)CO)C[C@@H](C)[C@H](CN(C)S(=O)(=O)c2c(C)noc2C)OCCCC[C@H](C)O3)cc1
    0, 0, 0.2, -12, ·, 2, 7, -1
CCOc1ccccc1N1CCN(CC(=O)N(C2CCCC2)C2CCS(=O)(=O)C2)CC1 (configuration not stated)
    0, -8, -0.1, 2, 17, 0, -5, 0
CCN(C(=O)COC(=O)CCc1ccccc1OC)c1c(N)n(Cc2ccccc2)c(=O)[nH]c1=O
    0, ·, 0.0, 3, 3, 2, -3, -10
C[C@H](CO)N1C[C@H](C)[C@H](CN(C)Cc2ccc(F)cc2)Oc2ncc(-c3ccc(F)cc3)cc2C1=O
    ·, -1&3, 0.8, ·, 1&1, ·, ·, 0
Cc1cccc2nc(CSc3ncccc3C(=O)O)cn12
    -4, ·, 0.2, 31, 8, ·, 0, 2
CCOC(=O)c1cc(N2CCCCC2)nc2ccccc12
    3, ·, 0.1, 1, 0, 0, ·, 0
C[C@H]1CN([C@@H](C)CO)C(=O)c2cc(NC(=O)CCN3CCOCC3)ccc2O[C@H]1CN(C)S(=O)(=O)c1cn(C)cn1
    5, 0, 0.1, 0, 10, -5, 15, 0
CC(=O)Nc1cc(-c2ccccc2)cn2c(-c3ccc(F)c(Cl)c3)cnc12
    0, 2, -0.1, -17, -4, 1, ·, -16
O=C(CSc1ccc(Br)c2cccc(Cl)c12)Nc1ccc(S(=O)(=O)Nc2nccs2)cc1
    -1, -6, 0.0, -4, 23, ·, 2, 13
C[C@@H]1CCCCO[C@@H](CN(C)S(=O)(=O)c2ccccc2)[C@@H](C)CN([C@H](C)CO)C(=O)c2cc(NC(=O)Cc3ccccc3)ccc2O1
    0, -6, 0.0, 9, ·, -2, 6, 8

Screening data (PubChem)

A portion of the library; the hit share may differ from the screen's.
